Screening results: PubChem BioAssay, The Scripps Research Institute Molecular Screening Center
TbREL1 inh: TbREL1 inhibition, primary screen | P86926 | TbREL1 RNA ligation, FRET fluorescence | inhibition, % at 9.66 µM | actives 0.49% (n = 89,000);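 active = inhibition above the mean inhibition across all screened compounds plus 3 SD, cut at about 11% in these data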;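 note: 0% = plate median of test wells and 100% = NSC42067 control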
Target sequence (P86926 whole entry, looked up): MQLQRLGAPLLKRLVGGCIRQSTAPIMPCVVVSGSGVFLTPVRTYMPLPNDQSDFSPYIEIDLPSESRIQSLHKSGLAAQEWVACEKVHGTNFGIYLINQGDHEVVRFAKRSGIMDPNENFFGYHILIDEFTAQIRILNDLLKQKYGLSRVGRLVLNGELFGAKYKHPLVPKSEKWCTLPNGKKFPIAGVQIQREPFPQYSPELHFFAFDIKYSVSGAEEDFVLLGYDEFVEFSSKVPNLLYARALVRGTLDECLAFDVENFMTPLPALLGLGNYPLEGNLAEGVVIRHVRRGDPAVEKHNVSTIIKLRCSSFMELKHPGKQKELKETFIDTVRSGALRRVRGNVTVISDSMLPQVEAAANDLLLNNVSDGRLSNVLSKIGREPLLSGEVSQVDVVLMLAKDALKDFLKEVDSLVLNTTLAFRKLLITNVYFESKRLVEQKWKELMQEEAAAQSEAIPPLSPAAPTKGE
Active calls of the source: *. These rows are one share of the data. The share of hits here may be higher or lower than overall.

Start of the listing, in advance (21 entries):
SMILES	TbREL1 inh
Cc1cc(C)nc(NS(=O)(=O)c2ccc(NC(=S)NC(=O)CC(C)C)cc2)n1	-4
COc1cccc(N(CC(=O)NCCSc2ccccn2)S(=O)(=O)c2ccccc2)c1	2
CN1CCN(S(=O)(=O)c2cccc(C(=O)Nc3ccccc3N3CCCC3)c2)CC1	-1
Cc1cccc(-n2c(CCCN3C(=O)c4ccccc4C3=O)nc3ccccc3c2=O)n1	8
COc1cccc(C2NC(=S)N(Cc3ccc(Br)cc3)C(C)=C2C(C)=O)c1 (stereo not drawn)	-8
Cc1nc2ccccc2nc1N1CCC(C)CC1	1
COc1cccc(CC(NC(C)=O)C(=O)NC2CCN(C(=O)c3ccc(Cl)cc3)CC2)c1 (stereo not drawn)	-7
Cc1ccc(NC(=O)c2oc3ccc(S(=O)(=O)N4CCOCC4)cc3c2C)cc1C	-3
CCN(Cc1ccccc1)C(=O)CSc1nc(C)cc2c1C(=O)OC2	1
Cc1ccc(S(=O)(=O)N2CCCC2C(=O)Nc2nc3c(s2)CCCC3)cc1 (stereo not drawn)	2
O=C(NCC(=O)N1CCN(S(=O)(=O)c2ccccc2F)CC1)c1ccc2ccccc2c1	-1
Cc1ccc(OCC(=O)NCCNC(=O)c2ccco2)cc1C	3
Cc1ccccc1OCC(=O)Nc1ccccc1C(=O)N1CCCCC1	0
Cc1ccc(NC(=S)N2CCCC(O)C2)cc1 (stereo not drawn)	2
Cc1nnc(SCC2=C(C(=O)O)N3C(=O)C(NC(=O)Cn4ncc(Cl)c4C)C3SC2)s1 (stereo not drawn)	4
Cc1ccc(OCCC(=O)OCC(=O)NNC(=O)c2ccccc2)cc1	8
Cn1nnnc1SCC(=O)Nc1ccc2c(c1)OCCO2	7
CCOC(=O)C(CC)n1cnc2c(nnn2-c2ccc(C)cc2)c1=O (stereo not drawn)	19*
Cc1ccc(S(=O)(=O)N2CCCCC2)cc1NC(=O)c1cc(F)c(F)c(F)c1F	-1
Cc1nnc(SCC(=O)N2CCN(c3ccccc3F)CC2)n1C1CC1	1
CCc1cc2cc(C)cc(C)c2nc1SCC(=O)N1CCCC1	2

Main list, repeating the preview:
SMILES	TbREL1 inh
Cc1cc(C)nc(NS(=O)(=O)c2ccc(NC(=S)NC(=O)CC(C)C)cc2)n1	-4
COc1cccc(N(CC(=O)NCCSc2ccccn2)S(=O)(=O)c2ccccc2)c1	2
CN1CCN(S(=O)(=O)c2cccc(C(=O)Nc3ccccc3N3CCCC3)c2)CC1	-1
Cc1cccc(-n2c(CCCN3C(=O)c4ccccc4C3=O)nc3ccccc3c2=O)n1	8
COc1cccc(C2NC(=S)N(Cc3ccc(Br)cc3)C(C)=C2C(C)=O)c1 (stereo not drawn)	-8
Cc1nc2ccccc2nc1N1CCC(C)CC1	1
COc1cccc(CC(NC(C)=O)C(=O)NC2CCN(C(=O)c3ccc(Cl)cc3)CC2)c1 (stereo not drawn)	-7
Cc1ccc(NC(=O)c2oc3ccc(S(=O)(=O)N4CCOCC4)cc3c2C)cc1C	-3
CCN(Cc1ccccc1)C(=O)CSc1nc(C)cc2c1C(=O)OC2	1
Cc1ccc(S(=O)(=O)N2CCCC2C(=O)Nc2nc3c(s2)CCCC3)cc1 (stereo not drawn)	2
O=C(NCC(=O)N1CCN(S(=O)(=O)c2ccccc2F)CC1)c1ccc2ccccc2c1	-1
Cc1ccc(OCC(=O)NCCNC(=O)c2ccco2)cc1C	3
Cc1ccccc1OCC(=O)Nc1ccccc1C(=O)N1CCCCC1	0
Cc1ccc(NC(=S)N2CCCC(O)C2)cc1 (stereo not drawn)	2
Cc1nnc(SCC2=C(C(=O)O)N3C(=O)C(NC(=O)Cn4ncc(Cl)c4C)C3SC2)s1 (stereo not drawn)	4
Cc1ccc(OCCC(=O)OCC(=O)NNC(=O)c2ccccc2)cc1	8
Cn1nnnc1SCC(=O)Nc1ccc2c(c1)OCCO2	7
CCOC(=O)C(CC)n1cnc2c(nnn2-c2ccc(C)cc2)c1=O (stereo not drawn)	19*
Cc1ccc(S(=O)(=O)N2CCCCC2)cc1NC(=O)c1cc(F)c(F)c(F)c1F	-1
Cc1nnc(SCC(=O)N2CCN(c3ccccc3F)CC2)n1C1CC1	1
CCc1cc2cc(C)cc(C)c2nc1SCC(=O)N1CCCC1	2
O=C(Nc1ccc(Cl)cc1)C1CCCN1S(=O)(=O)c1cccc2cccnc12 (stereo not drawn)	4
CC1(C(=O)NS(=O)(=O)C2CC2)CCCN(C(=O)Cc2ccc3ccccc3c2)C1 (stereo not drawn)	3
COC(=O)CC1SC(=O)NC1=O (stereo not drawn)	1
COc1cc([N+](=O)[O-])cc2sc(NC(=O)c3c(F)cccc3F)nc12	0
CSc1ccc(C(=O)C2CCCN(C(=O)CCc3cnn(C)c3)C2)cc1 (stereo not drawn)	-3
CN(Cc1ccccc1)C(=O)COC(=O)C1CCN(S(=O)(=O)c2ccc(Cl)c(C(F)(F)F)c2)CC1	1
CSC1=NCCN1C(=O)c1ccc(S(=O)(=O)N2CCOCC2)cc1	-2
Cc1ccc(Oc2ccc3c(c2)C(=O)N(c2cccc4cccnc24)C3=O)cc1	-2
C#CC1(O)CC(C)NCC1(C)CCC#N (stereo not drawn)	3
COc1cc(CNC(=O)c2cc(-c3cc(F)ccc3OC(C)C)n[nH]2)cc(OC)c1	0
COc1ncc(-c2ccc(N3C(c4ccc([N+](=O)[O-])cc4)=Cc4ccccc4C3CC(C)=O)cc2)cn1 (stereo not drawn)	0
COc1cc(C2C(C(C)=O)=C(O)C(=O)N2CCc2ccc(OC)c(OC)c2)ccc1O (stereo not drawn)	-2
O=C(CC(Cc1ccccc1)c1ccco1)NC1CCCCC1 (stereo not drawn)	-4
CC(O)[C@H]1CNCCN1CCc1cccc2ccccc12 (stereo partly drawn)	3
CC(C)C[C@@H](CNCC(=O)[C@H](C)NC(=O)c1[nH]cnc1C(=O)N[C@@H](C)CN)NC(=O)c1nc[nH]c1C(=O)N[C@@H](Cc1ccccc1)C(=O)O	11*
COc1ccc(C2/C=C\CN(S(=O)(=O)c3cccc4cccnc34)CC(=O)N2Cc2ccc(F)cc2)cc1 (stereo not drawn)	1
Cc1c(N=Cc2c(O)n(C3CCCCC3)c(=O)[nH]c2=O)c(=O)n(-c2ccccc2)n1C	4
Cc1nnc(NC(=O)CSC2=NN3CCCC(=O)N=C3S2)s1	4
CCOC(=O)C1CCN(c2ncnc3nc[nH]c23)CC1	-2
CCN(C(=O)CSC1=Nc2ccccc2C2CC=NN12)C1CCS(=O)(=O)C1 (stereo not drawn)	-4
COc1ccccc1N1CCN(c2ccc([N+](=O)[O-])cc2Cl)CC1	3
O=C(Nc1ccc2c(c1)OCO2)Nc1cnccn1	3
Cc1[nH]nc2c1C(c1ccc(F)cc1)C(C#N)=C(N)O2 (stereo not drawn)	-1
COC(=O)C1=C(C)N(Cc2ccccc2C(F)(F)F)C(=NCc2ccc(OC)cc2)NC1c1cccc(F)c1 (stereo not drawn)	14*
CCOC(=O)c1c(NC(=O)CN2C(=O)NC3(CCC(C)CC3)C2=O)sc(C)c1CC (stereo not drawn)	3
O=C(O)c1ccccc1/C=N/Nc1ccc(S(=O)(=O)Nc2ccc(Cl)cc2)cc1[N+](=O)[O-]	5
COc1ccc2c(c1)OC[C@H]1[C@H]2N2C(=O)CN(CCc3c[nH]c4ccccc34)C(=O)[C@@]2(C)[C@H]1c1ccccc1	-4
C=C(C)CSc1nnc(-c2ccc(OC)c(OC)c2)n1N	4
CCC(CC)c1nnc(NC(=O)Cc2cccs2)s1	-2
O=C(Cn1nc2n(c1=O)-c1ccccc1SC2)N/N=C/c1cccs1	0
CCOc1cccc(OCCCCN2CCCCC2)c1	6
Cc1nn2c(COc3ccc(NC(=O)C(C)C)cc3)nnc2c2ccccc12	2
O=c1c2nnn(Cc3ccccc3)c2ncn1-c1ccccc1	-1
CSc1ccccc1NC(=O)CN(C)C(C)C(=O)NCc1ccc2c(c1)OCO2 (stereo not drawn)	9
Cc1cccc(NC(=O)c2ccc(C(=O)Nc3cccc(C)c3)nc2)c1	7
C/C(=N\n1c(C)nc2ccccc2c1=O)c1ccc(C)o1	3
COc1ccc(OCC(=O)NCCNC(=O)c2ccncc2)cc1	-3
CCOC(=O)N1CCN(S(=O)(=O)c2ccc(C)cc2)C1c1ccccc1 (stereo not drawn)	-4
COCCNC(=O)c1c(CSc2ccccc2)noc1C(=O)NCc1ccccc1	-1

Next structures
SMILES	TbREL1 inh
CCc1ncc(C(O)c2cccc3ccccc23)n1C (stereo not drawn)	-1
CC(C)(C)c1cc(CN2CCC(O)CC2)cc(C(C)(C)C)c1O	7
Cc1ccc(SCC(=O)NCC2COc3ccccc3O2)cc1 (stereo not drawn)	-3
CCOC(=O)C1(C)CCCN1C(=O)c1ccc(C(F)(F)F)nc1C (stereo not drawn)	4
CC(=O)N1c2ccc(S(=O)(=O)N3CCC(C(=O)Nc4cc(C)ccn4)CC3)cc2CC1C (stereo not drawn)	-1
CCNc1nnc(-c2ccc(C)cc2)o1	-1
COc1cc(CCCN2CCNC[C@@H]2CC2CCCCC2)cc(OC)c1OC	1
COC(=O)C1=C(C)N(CCCC(=O)O)C(=O)NC1c1ccc(OC)cc1 (stereo not drawn)	3
Cc1c(NC(=O)C2CCCN(S(=O)(=O)c3cnc[nH]3)C2)c(=O)n(-c2ccccc2)n1C (stereo not drawn)	1
Nc1nc(NCc2ccco2)nc(NCCO)c1[N+](=O)[O-]	-1
Cc1cc(C)n(CC(=O)NCCC2=CCCCC2)n1	3
CC(=O)Oc1c(Sc2ccccc2[N+](=O)[O-])c(C)nn1C(C)(C)C	-6
Cn1c(=O)[nH]c(=O)c2c1nc(N1CCN(CCO)CC1)n2Cc1ccccc1	-1
Cc1ccc(S(=O)(=O)N2CCCC2)cc1C(=O)NC1CCCCC1	-2
O=C(OCC#CCSc1nnc(-c2cccc3ccccc23)o1)C1CC1	-1
CC1CC(C)CN(C(=O)C(NS(=O)(=O)c2ccc3c(c2)oc(=O)n3C)C(C)C)C1 (stereo not drawn)	-1
Nc1c(Cl)cc(-c2csc(N3CCCC3c3nc4cc(Cl)c(Cl)cc4n3CCCO)n2)cc1Cl (stereo not drawn)	-2
C#CCOCCOCCOCCNc1nc(N2CCN(C(=O)[C@H]([C@@H](C)CC)n3cc([C@@H](N)Cc4ccc(O)cc4)nn3)CC2)nc(N2CCN(C(=O)[C@H]([C@@H](C)CC)n3cc([C@@H](N)Cc4ccc(O)cc4)nn3)CC2)n1	9
O=c1c(Cl)c(N2CCN(c3ccccc3)CC2)cnn1C12CC3CC(CC(C3)C1)C2	-2
CCOC(=O)CCCNC(=O)c1cncc(O)c1	-1
C/C(=N/NC(=O)c1cc(C(C)C)[nH]n1)c1cccs1	3
CC(=O)Nc1ccc(S(=O)(=O)N(C)CC(=O)OCC(=O)NC(C)C23CC4CC(CC(C4)C2)C3)cc1 (stereo not drawn)	-3
CCCCN1CC(N2CCN(Cc3ccccc3)CC2)CS1(=O)=O (stereo not drawn)	0
O=C(c1ccccc1)c1ccc(C(=O)N2CCN(c3ccccc3)CC2)cc1	-5
COC(=O)c1ccccc1NS(=O)(=O)c1ccc(Cl)nc1	1
CCOC(=O)[C@@H]1[C@H]2COc3ccc(Br)cc3[C@H]2N2C(=O)N(c3ccc(C)cc3)C(=O)[C@]12C	0
CC(NC(=O)CCC(=O)Nc1ccccc1O)c1ccccc1 (stereo not drawn)	3
O=C(O)c1cnn2c(C(F)(F)F)cc(-c3ccco3)nc12	6
C/C=C(\C)C(=O)Nc1cccc(C2=NOC3(C2)C[C@H](C(N)=O)N(C(=O)c2cc([N+](=O)[O-])cc([N+](=O)[O-])c2)C3)c1 (stereo partly drawn)	0
Cc1cccn2c(=O)c3cc(C(=O)NCCN4CCOCC4)c(=N)n(CCCN4CCOCC4)c3nc12	4
CCC(=O)NCCc1c[nH]c2ccccc12	-1
CCOC(=O)c1[nH]c2ccc(OC)cc2c1NC(=O)CN1CCc2ccccc2C1	0
COc1ccc(C2/C=C\CN(C(=O)C3CCCC3)[C@H](Cc3ccccc3)C(=O)N2Cc2ccc(F)cc2)cc1 (stereo partly drawn)	-1
CCOc1ccccc1N1CCN(C(=S)NCc2ccc(Cl)cc2)CC1	-10
CC(=O)c1c(C)n(-c2ccccc2)c2ccc(O)cc12	1
CCc1ccccc1N1C(=O)C2CC=CCC2C1=O (stereo not drawn)	-1
COCCNS(=O)(=O)c1ccc2c(c1)C(=O)c1cc(S(=O)(=O)NCCOC)ccc1-2	4
CC(C)(C)c1ccc(C2CC2C(=O)N/N=C\c2ccc[nH]2)cc1 (stereo not drawn)	-4
Cc1nc2nc(CSc3nnc(C)s3)cc(=O)n2[nH]1	0
Cn1ncc(Cl)c1C(=O)Nc1cc(C(F)(F)F)ccc1F	-1
Cc1ccc2nc(SCC(=O)c3c[nH]c4ccccc34)[nH]c2c1	0
Cn1ncc(C#N)c1/N=C/N1CCCC1	4
Cc1ccc(S(=O)(=O)N2CC=C(C(=O)NCc3ccccc3)CC2)cc1	-3
CCOC(=O)C1(C)CCCCCN1C(=O)c1ccccc1F (stereo not drawn)	0
Cc1cc(OC(C)C)nc(NCc2ccccc2)n1	1
CC(C)[C@H](NC(=O)OCc1ccccc1)C(=O)OCC(=O)NC1CCCCC1	0
CC(C)CCNC(=O)c1onc(CSc2ccc(F)cc2)c1C(=O)NCCC(C)C	4
CS(=O)(=O)N(CC(=O)N1CCN(Cc2ccccc2)CC1)C1CCCCC1	0
COc1ccc(NC(=O)CN2CCc3ccccc3C2)cc1S(=O)(=O)N1CCOCC1	-3
CC(C)C(=O)N(Cc1ccc(F)cc1)Cc1nc2ccccc2c(=O)[nH]1	-2
CN(C)c1ccc(NC(=O)COC(=O)CNC(=O)c2cccs2)cc1	-8
O=c1c2ccccc2ncn1CCCSc1ccc(Cl)cc1	2
Cc1cc(C)nc(-n2nc(C)cc2NC(=O)CNC2CCCCC2)n1	-1
COc1ccc(C(=O)Nn2cnnc2)cc1OC	0
